Bioassay records from PubChem.
RXFP1 agonist = agonists of human relaxin receptor RXFP1 | 0.3% of 370,000 active | Potency, µM (top dose mostly 57.5 µM), inactives show top-dose activation, hits mostly activators | HEK293T-RXFP1 cAMP TR-FRET, 30 min; response scale: percent of porcine relaxin response, buffer zero | Q9HBX9; further: potency means the concentration at half of the fitted maximal effect; on the % scale 0 is the no-effect control and ±100 the full control effect; nearly all actives have a fitted effect of over 60% in size; many of its hits are not listed in these tables
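cAMP rise read by TR-FRET after 30 min, 37C compound exposure (up to 58 uM) in RXFP1-transfected HEK293 cells with Ro 20174 present. EC50 from Hill-equation fits, with 29 nM porcine relaxin as 100% and buffer as basal.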
LDHA block = blocks human lactate dehydrogenase A | P00338 | purified LDHA, NADH/diaphorase-resazurin fluorescence; hits give low values | activity change, % (values are at about 110 or 230 µM) | 0.15% of 480,000 active | AID 1347041; in the data active means activity change below about -30%; inconclusive means mostly about -25% to -30%;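 further: plate controls were DMSO wells for no effect and wells without enzyme for full effect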
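Human LDH5 at 2 nM final in Tris HCl pH 7.4 with 0.06 mM NADH and 0.2 mM pyruvate, reacted 5 minutes at room temperature. Remaining NADH coupled via diaphorase/resazurin; resorufin fluorescence read at 0 and 20 minutes, normalized to enzyme-free and DMSO wells.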
USP1-UAF1 inh = inhibitors of human USP1/UAF1 deubiquitinase; O94782; recombinant USP1/UAF1, Ub-Rhodamine cleavage fluorescence; Potency, µM (series often up to 57.1 µM), for inactives: top-dose activity change, negative = inhibition, most hits filed as inhibitors; 0.23% of 390,000 active; AID 743255; further: potency means the concentration at half of the fitted maximal effect; on the % scale 0 is the no-effect control and ±100 the full control effect; nearly all actives have a fitted effect of over 60% in size; inactives centre near -12
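USP1/UAF1 complex at 1 nM was preincubated with compound for 15 min at room temperature, then Ub-Rho substrate (150nM final) was added. Fluorescence (480/540 nm) was read kinetically, 6 reads every 60 seconds.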
mIDH1 inhibitor = inhibitors of human mutant IDH1 R132H; O75874; IDH1-R132H enzyme, NADPH consumption, diaphorase/resazurin fluorescence; Potency, µM (series often up to 76.6 µM), inactives show at the highest dose activity change, negative = inhibition, usual class: inhibitors; 0.093% of 390,000 active; further: potency means the concentration at half of the fitted maximal effect; on the % scale 0 is the no-effect control and ±100 the full control effect; nearly all actives have a fitted effect of over 65% in size
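IDH1-R132H (0.5 ug/mL dispensed) in pH 7.5 Tris buffer was preincubated 30 min with compound, then given a substrate mix of 0.016 mM NADPH and 2 mM alpha-KG for 80 min at room temperature; remaining NADPH was read by diaphorase/resazurin fluorescence.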
TrxR1 substrate = rat thioredoxin reductase 1 substrate activity. O89049. purified TrxR1 substrate turnover, NADPH consumption readout. Potency, µM (top dose mostly 114 µM), for inactives: at the highest dose activity change, negative = substrate turnover. 0.01% of 390,000 active. AID 588456; further: potency means the concentration at half of the fitted maximal effect; on the % scale 0 is the no-effect control and ±100 the full control effect; nearly all actives have a fitted effect of over 50% in size
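Rat TrxR1, dispensed at 90 nM, was prereduced with 400 uM NADPH (final) for 5 min at ~22 deg C, then incubated with compound 15 min before 400 uM selenite. A first-read NADPH fluorescence drop versus no-compound background flagged substrates.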
PI4K2A block = blocks human PI4K2A kinase activity; activity change, negative = inhibition, % at 76.9 µM; purified PI4K2A, ADP-Glo luminescence, 1 h; hits give low values; 0.13% of 420,000 active; Q9BTU6; in the data active means activity change below about -50%; inconclusive means mostly about -30% to -49%;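 further: -100% = wells without enzyme as full effect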
Target sequence (Q9BTU6 whole entry, looked up): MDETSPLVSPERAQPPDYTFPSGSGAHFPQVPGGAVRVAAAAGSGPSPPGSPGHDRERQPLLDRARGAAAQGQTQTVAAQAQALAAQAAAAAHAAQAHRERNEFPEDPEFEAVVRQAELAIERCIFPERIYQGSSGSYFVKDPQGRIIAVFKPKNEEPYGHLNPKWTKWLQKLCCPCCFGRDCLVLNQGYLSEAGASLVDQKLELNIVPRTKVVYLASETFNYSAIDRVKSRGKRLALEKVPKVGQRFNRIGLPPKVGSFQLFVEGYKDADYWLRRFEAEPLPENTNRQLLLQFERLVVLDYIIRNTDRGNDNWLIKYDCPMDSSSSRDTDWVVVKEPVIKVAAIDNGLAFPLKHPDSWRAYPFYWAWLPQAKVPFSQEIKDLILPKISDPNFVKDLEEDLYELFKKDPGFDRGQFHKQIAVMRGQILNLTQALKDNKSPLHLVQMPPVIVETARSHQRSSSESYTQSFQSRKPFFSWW
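Compounds are screened against recombinant PI4K2A using PI as substrate and ATP, the latter dispensed at 300 microM. Reactions run one hour at ambient temperature before ADP-Glo detection; full inhibition defined by wells lacking enzyme.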
Vif-A3G inh = inhibitors of Vif-APOBEC3G interaction; Q9HC16; HeLa A3G-eYFP + Vif (tagged APOBEC3G with the HIV-1 protein that degrades it), YFP fluorescence, overnight; Potency, µM (titrated, usually from 46.1 µM), for the others: at the highest dose activity, negative = active, actives largely listed as inhibitors; 0.076% of 410,000 active; AID 602310;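 further: potency means the concentration at half of the fitted maximal effect; on the % scale 0 is the no-effect control and ±100 the full control effect; nearly all actives have a fitted effect of over 60% in size; hits raise eYFP signal because A3G escapes Vif-driven loss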
Target sequence (Q9HC16 whole entry, looked up): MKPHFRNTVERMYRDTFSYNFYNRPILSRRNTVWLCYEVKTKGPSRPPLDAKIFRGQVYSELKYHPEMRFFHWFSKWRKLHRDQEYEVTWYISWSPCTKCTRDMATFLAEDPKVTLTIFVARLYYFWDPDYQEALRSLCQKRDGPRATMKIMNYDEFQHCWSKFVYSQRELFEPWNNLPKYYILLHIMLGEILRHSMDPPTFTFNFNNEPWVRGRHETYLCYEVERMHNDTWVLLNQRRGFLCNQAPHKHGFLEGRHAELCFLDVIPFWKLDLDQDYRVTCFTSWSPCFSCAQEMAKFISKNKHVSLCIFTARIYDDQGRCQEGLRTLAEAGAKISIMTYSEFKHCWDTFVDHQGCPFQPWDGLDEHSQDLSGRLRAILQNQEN
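Read-out is eYFP fluorescence (Ex 488/Em 500-530) from Vif-expressing HeLa A3G-eYFP cells; more signal means A3G escaped Vif-mediated degradation. Cells plated overnight, compound pinned in, incubated overnight at 37 deg C.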
Vif-A3F inh = blocks the Vif interaction with APOBEC3F. AID 602313. 0.2% of 390,000 active. HeLa A3F-eYFP + Vif (tagged APOBEC3F with the HIV-1 protein that degrades it), YFP fluorescence increase. Potency, µM (titrated, usually from 46.1 µM), for the others: at the top dose activity, negative = active; further: potency means the concentration at half of the fitted maximal effect; % of control where 0% means no effect; nearly all actives have a fitted effect of over 65% in size
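HeLa cells stably expressing Vif plus C-terminally eYFP-tagged A3F were seeded, incubated overnight at 37 deg C, dosed with compound, incubated overnight again at 37 deg C. Yellow fluorescence (Ex 488/Em 500-530) reported blocked Vif-mediated A3F-eYFP degradation.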
GRP78 ERSR act = induces the endoplasmic reticulum stress response in human glioma cells | AID 602332 | Potency, µM, inactives show top-dose activation, actives largely listed as activators | 0.02% of 420,000 active | U87-MG GRP78 promoter luciferase reporter, 16 h; further: potency means the concentration at half of the fitted maximal effect; series mostly up to about 76 µM; % of control where 0% means no effect; nearly all actives have a fitted effect of over 35% in size
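Stably transfected U87-MG human glioma cells carrying a GRP78-based luminescent sensor were seeded at 1000 cells/well, pin-dosed with compounds and incubated 16 h. Luciferase reagent was then added, and end-point luminescence was read after 10 min at room temperature.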
* = called active by the depositor; ? = inconclusive; / = no result given; [ ] = remark or other dose. Unless noted, the call rests on the fitted dose curve; in most records, active means well fitted curve in the direction sought with a large enough effect; inconclusive means small, poorly fitted or top-dose-only effect, or another doubt; inactive means no such curve, though single readings can be large; an effect the other way counts as inactive or inconclusive.

SMILES	RXFP1 agonist	LDHA block	USP1-UAF1 inh	mIDH1 inhibitor	TrxR1 substrate	PI4K2A block	Vif-A3G inh	Vif-A3F inh	GRP78 ERSR act
Cc1sc2nc(COC(=O)c3ccc(O)cc3)[nH]c(=O)c2c1C	0.6%	-9	-3%	6%	-2%	2	-5%	16%	5%
CC(C)C(NC(=O)c1ccc(C(C)(C)C)cc1)C(=O)NCC(c1ccccc1)N(C)C (centres undefined)	-0.7%	0	-11%	15%	3%	4	1%	-2%	-1%
CCc1cccc(C)c1NC(=O)C1CCN(S(=O)(=O)c2cc(Br)cc3c2N(C(C)=O)CC3)CC1	5.6%	1	-10%	3%	2%	6	0%	-5%	-4%
CSc1[nH]c(=O)c(C(=O)O)cc1C#N	5.4%	10	-17%	-1%	9%	-17	2%	1%	1%
COc1cc(C(CC(=O)NCc2ccc(F)cc2)N2Cc3ccccc3C2=O)cc(OC)c1OC (centres undefined)	0.0%	-11	-18%	-5%	-6%	-5	-1%	-1%	-3%
c1ccc(C(c2ccccc2)c2noc(CN3CCN(CC4CC4)CC3)n2)cc1	1.5%	-1	-18%	-3%	-6%	-5	-11%	-4%	-5%
C=CCn1c(C(O)c2ccccc2)nc2ccccc21 (centres undefined)	-6.4%	-6	-5%	24%	-11%	2	3%	5%	0%
CC(C)N1CCC(NC(=O)Nc2ccc3c(c2)OCO3)CC1	-1.0%	-4	?	5%	9%[57.1 µM]	6	-2%	1%	14%
C=CCSc1nccc(=O)[nH]1	0.8%	-6	-3%	2%	3%[57.1 µM]	0	-2%	5%	-5%
Cc1cccc(N(C)C(CNS(=O)(=O)c2ccccc2)c2ccccc2)c1 (centres undefined)	-0.7%	1	-22%	/	6%	-1	/	/	/

Brought forward from above: 3 compounds, followed by the next part.
SMILES	RXFP1 agonist	LDHA block	USP1-UAF1 inh	mIDH1 inhibitor	TrxR1 substrate	PI4K2A block	Vif-A3G inh	Vif-A3F inh	GRP78 ERSR act
CC(C)N1CCC(NC(=O)Nc2ccc3c(c2)OCO3)CC1	-1.0%	-4	?	5%	9%[57.1 µM]	6	-2%	1%	14%
C=CCSc1nccc(=O)[nH]1	0.8%	-6	-3%	2%	3%[57.1 µM]	0	-2%	5%	-5%
Cc1cccc(N(C)C(CNS(=O)(=O)c2ccccc2)c2ccccc2)c1 (centres undefined)	-0.7%	1	-22%	/	6%	-1	/	/	/
O=C(CSc1nc2ccsc2c(=O)n1Cc1ccccc1)NCc1ccco1	22%	-10	-15%	9%	6%[11.4 µM]	9	1%	0%	-3%
Clc1ccc(Cn2ncc3c(NCc4ccccc4)ncnc32)cc1	1.8%	-2	-27%	-1%	-2%	-6	?	8%	-2%
COc1ccc(-c2nc3cccc(C)n3c2NCc2ccco2)cc1OC	6.1%	-2	-24%	7%	64%[activator][57.1 µM]	-1	-27%	-16%	7%
COc1ccccc1C(CC(=O)O)NS(=O)(=O)c1ccc2c(c1)N(C(C)=O)CC(C)O2 (centres undefined)	-2.4%	-4	-22%	7%	4%	5	-1%	-2%	-4%
Cc1cc(O)cc(O)c1/C=N/NC(=O)c1ccc2c(c1)OCCO2	/	-1	-24%	2%	/	5	-27%	-6%	-2%
O=S(=O)(Nc1ccccc1Cl)c1cc(NC(=S)NCCN2CCOCC2)ccc1Cl	0.2%	-9	-11%	0%	4%[57.1 µM]	1	0%	13%	-2%
COc1ccc(Cn2cc(CN3CCOCC3)nn2)cc1	/	-10	/	/	/	5	0%	/	-3%
O=C(Nc1ncccn1)c1ccc([N+](=O)[O-])cc1[N+](=O)[O-]	/	-2	-20%	1%	-11%	4	3%	-2%	-4%
CCOC(=O)N1CCc2c(sc3c2c(=O)n(Cc2ccccc2)c(=O)n3CC(=O)Nc2c(C)cccc2C)C1	0.1%	-5	3%	5%	-7%	0	-7%	-8%	-2%
COc1ccc(O)c(/C=N/NC(=O)c2c(C)nnn2-c2nonc2N)c1	-1.5%	-18	-5%	-5%	4%[57.1 µM]	-10	-1%	4%	2%
O=C1Nc2ccccc2SC1=Cc1ccccc1	/	-6	-6%	3%	/	1	-7%	-3%	3%
COc1ccc(-c2nc3ccccc3nc2-c2ccc(OC)c(OC)c2)cc1OC	6.6%	-1	-18%	4%	7%	1	-7%	-1%	-2%
COc1ccccc1N1CCN(c2ncnc3c2cnn3-c2cc(Cl)ccc2C)CC1	4.1%	0	-5%	-5%	2%[57.1 µM]	-3	0%	-3%	-3%
Cc1ccc(CNc2nc3ccccc3n2C)o1	2.3%	-2	-13%	3%	-3%[57.1 µM]	-4	0%	6%	-1%
CCOC(=O)c1cc2c3ccccc3n(CC)c2nc1N	6.5%	-7	1%	5%	57%[activator]	1	3%	-10%	-2%
CC1CCc2c(ccc3ccccc23)C1=O (centres undefined)	/	-8	-21%	-2%	-6%[2.29 µM]	-3	4%	-16%	3%
C=CCC(C#N)(c1ccc(OC)c(OC)c1)c1cnccn1 (centres undefined)	0.2%	-6	-24%	-10%	6%[57.1 µM]	1	-1%	-5%	-3%
CCCOc1ccc(N/C=C/C(=O)C(C)(C)C)cc1	-3.1%	-1	-10%	1%	-1%	5	1%	-2%	3%
CC[C@@]1(C(=O)OC)N[C@H](CN(C)C(=O)Nc2ccc(C)cc2)[C@@H]2C(=O)N(C)C(=O)[C@@H]21	/	2	-10%	12%	8%	3	-4%	6%	0%
COc1cccc(N(C(=O)CNC(=O)c2ccco2)C(C(=O)NC2CCCCC2)c2ccncc2)c1 (centres undefined)	2.6%	0	-9%	-1%	0%	3	0%	-9%	-2%
c1cncc(CNc2ncnc3ccc(-c4ccc5c(c4)OCO5)cc23)c1	4.1%	-2	/	/	18%[57.1 µM]	-1	-9%	-3%	-4%
CC(=O)c1ccc(OC(=O)CCc2nc3ccccc3s2)cc1	2.2%	-8	-16%	0%	4%[57.1 µM]	-5	1%	?	-2%
O=C(c1ccc(N2CCOCC2)c([N+](=O)[O-])c1)N1CCN(S(=O)(=O)c2cccs2)CC1	0.8%	-1	-24%	12%	-5%	8	0%	-3%	-5%
CCOc1ccccc1NC(=O)CSC1=Nc2ccccc2C2=NC(CC(=O)NC3CCCCC3)C(=O)N12 (centres undefined)	5.2%	5	-23%	-21%	0%	1	1%	-2%	-2%
COc1ccc(N(Cc2cccs2)C(=O)c2ccccc2C)cc1	0.2%	4	-6%	10%	1%	-15	-15%	1%	-2%
CC(C)CCNC(=O)C(=O)NC1CCCC1	0.3%	0	-6%	-5%	1%	3	2%	9%	2%
Fc1ccccc1/C=C/c1ccc2ccccc2n1	0.4%	-3	-23%	10%	7%	?	-5%	8%	-11%
COc1cccc(C(=O)NNC(=O)CCc2ccccc2)c1	0.2%	-13	-10%	7%	7%[57.1 µM]	-3	2%	-2%	-6%
CN(C)C(CNS(=O)(=O)c1ccc(Br)cc1)c1cccnc1 (centres undefined)	-0.1%	-4	-15%	5%	2%	5	-5%	-2%	-4%
O=C(NCC1CCCO1)C(c1cccs1)N(Cc1ccccc1Cl)C(=O)c1ccc(-c2ccccc2)[nH]1 (centres undefined)	1.0%	-3	-8%	5%	1%	4	-1%	-3%	-5%
COCc1cc(C)nc2sc(C(=O)Nc3ccc(OC(F)(F)F)cc3)c(N)c12	13%	-10	-19%	-19%	44%[activator]	-1	1%	-5%	-3%
Cc1ccccc1Cn1c(=O)n(CCC(=O)NCc2ccc3c(c2)OCO3)c(=O)c2ccccc21	1.2%	-9	-4%	0%	1%[57.1 µM]	10	-19%	-18%	-4%
CC1(C)CC(N2CCCC2)=CC(=[N+]2CCCC2)C1	-0.8%	-9	-17%	-10%	-20%	-2	4%	-2%	-2%
CCOC(=O)c1ccc(CN2Cc3ccccc3C2=O)cc1	2.0%	-2	-6%	3%	-5%	-4	2%	15%	-4%
Cc1ccc(N2C(=O)c3n[nH]c(C)c3C2c2ccc(C(C)C)cc2)cc1 (centres undefined)	2.1%	-7	-25%	?	-2%	-3	?	-4%	13%
CCN(CC(=O)Nc1cccc(OC)c1)CC(=O)Nc1cccc2ccccc12	3.3%	1	-19%	4%	0%	-5	-1%	2%	-5%
Cc1cc(C)nc(Nc2ccccc2Br)n1	-0.3%	-12	-13%	0%	-13%	-3	-4%	-7%	3%
COc1ccc([N+](=O)[O-])cc1N(CC(O)CN(C)C)S(=O)(=O)c1ccc(C)cc1 (centres undefined)	-0.3%	1	-14%	1%	3%	-1	-27%	0%	-3%
CCOc1ccc(C(=O)NCC(=O)OC(C)C(=O)NCc2ccco2)cc1OCC (centres undefined)	1.8%	2	-17%	5%	1%	-1	-4%	-2%	-3%
O=C(CSc1nnc(NC(=O)c2ccco2)s1)Nc1ccc(F)cc1	3.4%	-1	-19%	9%	-2%	-5	-5%	-6%	?
O=C(NCc1ccccc1Cl)C1CCN(S(=O)(=O)c2ccc(-n3cnnn3)cc2)CC1	1.2%	-12	-22%	13%	9%[57.1 µM]	3	2%	12%	-4%

This is a subset; the hit share may differ from the screen's.
